# AMA1-RON2 inh: inhibitors of Plasmodium falciparum AMA1-RON2 interaction. AlphaScreen AMA1-biotinylated RON2 peptide binding. Potency, µM (doses to about 58.2 µM), without a hit: at the top dose activity change, negative = inhibition, hits mostly inhibitors. hit rate 0.2% among 360,000;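 note: potency is the fitted concentration of half-maximal effect; 0% = vehicle wells and -100% = peptide control; nearly all actives have a fitted effect of over 45% in size; some results filed as inactive show a strong effect at the top dose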
#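 AMA1 (3D7) with his tag at 25 nM final met compounds first, then biotinylated RON2 peptide at 25 nM; detection used donor plus acceptor beads, 10 µg/mL apiece, read by AlphaScreen after 30 min at room temperature.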
# FBPA Giardia inh: blocks Giardia fructose-bisphosphate aldolase activity; hit rate 0.71% among 290,000; A8B2U2; AID 2451; Potency, µM (doses to about 59.6 µM), inactives show top-dose activity, negative = inhibition, usual class: inhibitors; purified Giardia FBPA; note: potency is the fitted concentration of half-maximal effect; % is set by controls: 0 for no effect and ±100 for the full control effect; nearly all actives have a fitted effect of over 55% in size
# Target sequence (A8B2U2 whole entry, looked up): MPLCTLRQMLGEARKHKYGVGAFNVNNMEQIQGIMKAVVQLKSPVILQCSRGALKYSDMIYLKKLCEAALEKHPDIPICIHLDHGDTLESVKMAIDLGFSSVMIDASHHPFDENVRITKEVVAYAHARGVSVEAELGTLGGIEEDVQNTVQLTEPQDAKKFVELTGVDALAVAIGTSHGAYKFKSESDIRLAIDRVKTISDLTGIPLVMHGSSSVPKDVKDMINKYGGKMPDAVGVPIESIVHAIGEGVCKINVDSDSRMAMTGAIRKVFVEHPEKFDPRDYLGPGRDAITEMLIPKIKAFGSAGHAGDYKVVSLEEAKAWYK
#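 40 nM FBPA preincubated 10 min at RT with compound (up to 57.5 uM final), then substrate plus GAPDH/TPI/NAD/arsenate coupling and diaphorase/resazurin added. Fluorescence read after 20 min at RT, 525/598 nm.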
# HCMV inh: blocks human cytomegalovirus replication; AID 1259415; activity change, negative = inhibition, % at 57.5 µM; hit rate 4.5% among 410,000; HFF cells, HCMV-luciferase reporter, 72 h; stronger effect = lower value; in the data active = activity change below about -60%; inconclusive = no clear call, values can overlap the other calls; inactive = above about -39%; note: % is set by controls: 0 for no effect and ±100 for the full control effect
#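 Cell-based, HFFs, 1000 cells/well, 16 h 37C; cpds in DMSO + HCMV-luc, MOI 1 PFU/cell; 72 h 37C; OneGlo luminescence after 5 min RT; norm. to buffer vs Salinomycin 10uM.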
# Shiga inhibitor: blocks Shiga toxin action in Vero cells; Vero cells, Shiga toxin protein synthesis inhibition reporter; inhibition, % at 38.7 µM; hit rate 9.2% among 290,000; in the data active = inhibition mostly above about 28%, no sharp cut-off; inactive = mostly below about 43%; note: 0% is about no effect
# AmpC detergent: AmpC beta-lactamase inhibition with detergent present; P00811; AmpC hydrolysis of nitrocefin, absorbance 480 nm, 0.01% Triton; Potency, µM (top dose mostly 114 µM), inactives show at the top dose activity change, negative = inhibition, actives largely listed as inhibitors; hit rate 0.041% among 370,000; AID 485294;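 note: potency is the fitted concentration of half-maximal effect; 0% = no-compound wells and -100% = no-enzyme wells; nearly all actives have a fitted effect of over 25% in size; some results filed as inactive show a strong effect at the top dose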
# Target sequence (P00811 whole entry, looked up): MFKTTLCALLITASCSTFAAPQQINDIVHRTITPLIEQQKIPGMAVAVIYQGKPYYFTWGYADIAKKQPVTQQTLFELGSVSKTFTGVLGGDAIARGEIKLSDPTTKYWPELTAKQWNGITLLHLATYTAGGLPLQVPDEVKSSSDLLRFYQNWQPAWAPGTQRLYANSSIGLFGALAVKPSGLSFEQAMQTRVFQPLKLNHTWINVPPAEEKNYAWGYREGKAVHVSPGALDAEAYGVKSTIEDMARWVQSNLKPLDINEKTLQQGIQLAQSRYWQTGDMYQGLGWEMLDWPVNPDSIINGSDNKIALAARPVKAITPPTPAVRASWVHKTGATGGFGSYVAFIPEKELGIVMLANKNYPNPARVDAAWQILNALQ
#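 20 mM phosphate pH 7.0 + 0.01% (detergent screen) or 0.0001% Triton X-100; 5.3 nM AmpC reagent; cpd preinc 15 min RT; nitrocefin (800 uM stock) to start; A480 q20 s × 4 min; Activity was normalised to no-enzyme and no-compound control wells.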
# Cycloheximide cs: affects cycloheximide protein synthesis inhibition readout, counter-screen. cell reporter, cycloheximide protein synthesis inhibition counterscreen. max response, %. hit rate 12% among 300,000. AID 2314; in the data active = max response mostly above about 13%, no sharp cut-off; inactive = mostly below about 14%; note: read at 38.3 µM for the half of the compounds with a filed dose; 0% is about no effect
# AmpC inh no detg: inhibitors of E. coli AmpC beta-lactamase without detergent; AID 485341; hit rate 0.52% among 330,000; Potency, µM (doses to about 57.1 µM), without a hit: at the top dose activity change, negative = inhibition, most hits filed as inhibitors; AmpC nitrocefin hydrolysis, absorbance 480 nm, 0.0001% Triton;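 note: potency is the fitted concentration of half-maximal effect; plate controls were no compound for no effect and no enzyme for full effect; nearly all actives have a fitted effect of over 20% in size; some results filed as inactive show a strong effect at the top dose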
#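 20 mM phosphate pH 7.0 + 0.01% (detergent screen) or 0.0001% Triton X-100; 5.3 nM AmpC reagent; cpd preinc 15 min RT; nitrocefin (800 uM stock) to start; A480 q20 s × 4 min; Activity was normalised to no-enzyme and no-compound control wells.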
# Starred values were filed as active, the others as inactive; ? = inconclusive; / = not tested or not shown; & = joins results of further samples; [ ] = remark or other dose. Unless noted, calls come from the whole dose curve; as a rule, active = well fitted curve in the direction sought with a large enough effect; inconclusive = small, poorly fitted or top-dose-only effect, or another doubt; inactive = no such curve, though single readings can be large; an effect the other way counts as inactive or inconclusive.
# Sequence of screens: AMA1-RON2 inh	FBPA Giardia inh	HCMV inh	Shiga inhibitor	AmpC detergent	Cycloheximide cs	AmpC inh no detg
Cc1ccc(C)c(S(=O)(=O)NC(Cc2c[nH]c3ccccc23)C(=O)O)c1 (stereo not given)
    33%[activator]	1%	-10	-8	-1%	1	45%
CC(=O)N1c2ccc(S(=O)(=O)N3CCCCC3)cc2CC1C(=O)Nc1ccc(C)cc1 (stereo not given)
    6%	/	14	-5	-10%	-2	-7%
Cc1ccc(N(C(=O)Cc2cccs2)C(C(=O)NC2CCCC2)c2ccncc2)cc1 (stereo not given)
    8%	4%	-31	-1	-1%	7	-2%
c1ccc(Cn2cnc3ccccc32)cc1
    1%	0%	14	-3	?	-3	-11%
O=C(Cc1c[nH]c2ccccc12)OCCOC(=O)Cc1c[nH]c2ccccc12
    -23%	-9%	31	-4	-14%	-5	-28%
COc1ccccc1C(=O)Nc1ccc2c(c1)nc(CCNC(=O)c1ccco1)n2C
    5%	-3%	-2	15	-10%	6	-5%
CCCCOc1ccc(CSCCN=C(N)N)cc1
    -18%	1%	-62*	42*	3%	31*	13%
CC(=O)c1c(C)[nH]c(C(=O)OCC(=O)Nc2cccnc2Cl)c1C
    5%	/	-2	/	/	/	-12%
COc1ccc(OC)c(C2C3=C(CCCC3=O)Nc3nnnn32)c1 (stereo not given)
    -2%[11.6 µM]	-5%	-20	-4	5%	-4	-15%
Clc1ccccc1CSc1snnc1-c1ccccc1
    23%	3%	-15	64*	-11%	38*	-9%
O=C(c1cc(-c2ccc3c(c2)OCO3)on1)N1CCN(c2ccc(F)cc2)CC1
    3%	3%	-14	8	-18%	9	-15%
COc1ccc(Cc2nnc(SCC(=O)c3cccc([N+](=O)[O-])c3)n2C)cc1
    -6%	-2%	?	-5	2%	-4	-31%
O=C(Nc1cc(S(=O)(=O)N2CCOCC2)ccc1N1CCOCC1)c1ccc(S(=O)(=O)N2CCCCC2)cc1
    2%	0%	111	-17	-3%	-4	181%[activator]
Cn1c2ccccc2c2cc(C(=O)N3CCN(CCO)CC3)sc21
    -4%	-17%	75	14	2%	14*	31%
O=C(Nc1ccc(Cl)cc1)O/N=C(\c1ccccc1)c1ccccn1
    10%	-29%	-14	25	-13%	21*	-16%
Cc1nc2ccn(Cc3ccccc3)c(=O)c2cc1C(=O)N1CCN(c2ccc(F)cc2)CC1
    -9%	2%	-7&5	-5	-14%&21%	-2	140%[activator]
COc1ccc(Cl)cc1NC(=O)C(C)OC(=O)Cn1cc(C(F)(F)F)ccc1=O (stereo not given)
    6%	/	-19	/	-4%	/	30%
C=CCN(CC=C)C(=O)C(=O)c1cc(C)n(-c2ccc([N+](=O)[O-])cc2)c1C
    -10%	4%	-13	7	-8%	-3	17%
CC(C)N(C(=O)CSc1nnc(CN2CCCCCC2=O)n1-c1ccccn1)C(C)C
    8%	-7%	-20	-11	6%	-1	-10%
CCc1nnc(NS(=O)(=O)c2ccc(N3C(=O)c4ccccc4C3=O)cc2)s1
    5%	24%	8	0	-2%	9	-13%
Cc1ccnc(NC(=O)c2cccc(NC(=O)CC3SC(N4CCCCC4)=NC3=O)c2)c1 (stereo not given)
    -1%	/	12	/	0%	/	93%[activator]
CCC(C)C(=O)Nc1cc(OC)c(OC)cc1C(=O)O (stereo not given)
    -6%	-10%	-3	-7	-16%	-1	-14%
COc1ccc(S(=O)(=O)Cc2ccc(C(=O)O)o2)cc1
    9%	-3%	-36	-13	-18%	-10	-13%
COc1ccc(NC(=O)CN2CCN(c3ccccc3)CC2)cc1
    -28%	2%	?	-16	-1%	-5	2%[2.29 µM]
CCCOc1ccc(C(=O)Nc2ccc(Cl)cn2)cc1
    17%	-3%	-6	77*	1%	30*	-31%
CCCOc1ccc(NC2=CC(=O)CC(C)(C)C2)cc1
    -8%	1%	8	48	3%	17*	-6%
O=C(COc1ccccc1)c1cn(CC(=O)N2CCOCC2)c2ccccc12
    24%	1%	34	22	?	6	-3%
CCCCn1c(/C=C/c2ccco2)nc2ccccc21
    15%	-25%	-13	-3	3%	5	-23%
O=C1N=C(N2C=CC(=C3C=CNC=C3)C=C2)/C(=C/N=NC(=O)c2ccccc2)S1
    14%	-4%	-6	30	-14%	-2	1%
Cc1nc(SCc2ccc(F)cc2)c2oc3ccccc3c2n1
    -3%	1%	-16	1	0%	1	-7%

# Molecules listed so far that contain an aryl thioether with sulfur outside any ring:
# Sequence of screens: AMA1-RON2 inh	FBPA Giardia inh	HCMV inh	Shiga inhibitor	AmpC detergent	Cycloheximide cs	AmpC inh no detg
Clc1ccccc1CSc1snnc1-c1ccccc1
    23%	3%	-15	64*	-11%	38*	-9%
COc1ccc(Cc2nnc(SCC(=O)c3cccc([N+](=O)[O-])c3)n2C)cc1
    -6%	-2%	?	-5	2%	-4	-31%
CC(C)N(C(=O)CSc1nnc(CN2CCCCCC2=O)n1-c1ccccn1)C(C)C
    8%	-7%	-20	-11	6%	-1	-10%
Cc1nc(SCc2ccc(F)cc2)c2oc3ccccc3c2n1
    -3%	1%	-16	1	0%	1	-7%

# Next compounds:
# Sequence of screens: AMA1-RON2 inh	FBPA Giardia inh	HCMV inh	Shiga inhibitor	AmpC detergent	Cycloheximide cs	AmpC inh no detg
COc1ccc(Cl)cc1C(=O)OCC(=O)NCc1cccs1
    8%	/	-6	/	1%	/	1%
COc1cc(NC(=O)CN2CCCCC2)c(C)cc1[N+](=O)[O-]
    -7%[11.6 µM]	0%	?	57	10%	6	-25%
Cc1ccc(N2CC(C(=O)OCC(=O)c3c(N)n(CC(C)C)c(=O)n(C)c3=O)CC2=O)cc1 (stereo not given)
    9%	/	-35	/	8%	/	8%
CC(=O)O/N=C(\N)c1cnn2c(C(F)(F)F)cc(C(F)(F)F)nc12
    -9%	-4%	6	-2	1%	1	0%
CC(=O)C1=C(C)OC(N)=C(C#N)C1c1cc([N+](=O)[O-])ccc1Cl (stereo not given)
    -12%	-26%	?	9	-6%	8	-11%
O=S(=O)(Nc1cc(C(F)(F)F)ccc1N1CCOCC1)c1ccccc1
    13%	-3%	-9	-1	5%	-3	17%
Cc1[nH]c2ccccc2c1C(Nc1nccs1)c1ccncc1 (stereo not given)
    7%	0%	80	-7	7%	-10	-18%
CN(C(=O)c1ccc([N+](=O)[O-])cc1)c1ccccc1C(=O)NCc1ccccc1
    -8%	3%	7	-8	-7%	-2	3%
CC(=O)Nc1ccc(N2CCCC2)cc1
    -25%	?	29	-12	-6%	-1	41%
Cc1c(NC(=O)CN2c3ccccc3CC2C)c(=O)n(-c2ccccc2)n1C (stereo not given)
    3%	5%	18	-3	-7%	-2	2%
COc1cc(OC)c(NC(=O)/C=C/C(=O)O)cc1Cl
    -8%	-28%	18	-6	-10%	2	11%
C/C(Cn1cnc([N+](=O)[O-])n1)=N\NC(=O)c1ccncc1
    37%[activator]	-20%	3	16	3%	4	-17%
O=C1CCC(=O)N1CCSC(=S)N1CCSCC1
    0%	2%	34	60*	3%	14*	3%
N/C(=N\OCc1ccc([N+](=O)[O-])cc1)c1ccncc1
    -12%	-10%	18	58*	7%	27*	1%
Cc1ccc(/C=N/NC(=O)CSc2ccccn2)o1
    31%[activator]	-9%	74	18	11%	17	-17%
Cc1ccc(NC(=O)c2ccc(NC(=O)c3ccccc3)cc2)cc1C
    10%	/	?	56*	3%	46*	-22%
COc1ccc(C(=O)NCCn2ccc3ccccc32)cc1
    1%	-3%	-25	4	0%	13*	-26%
CCOC(=O)N1CCN(S(=O)(=O)c2ccc(C(=O)N(CCCN(C)C)c3nc4cc(OC)ccc4s3)cc2)CC1
    -7%	/	-16	/	0%	/	212%[activator]
C=CCSc1nnc(NC(=O)CSc2ccccn2)s1
    6%	?	-26	5	?	10	-1%
COc1cccc(C(=O)Nc2nc(-c3ccc(S(=O)(=O)N4CCOCC4)cc3)cs2)c1
    -13%	2%	-88*	-2	4%	4	-8%
OCCC1CN(Cc2ccon2)CCN1Cc1ccccc1 (stereo not given)
    0%	4%	14	-3	7%	-3	-29%
Cc1ccc2nc(NC(=O)c3ccc(OCC4CCCO4)cc3)sc2c1 (stereo not given)
    21%	15%	-84*	92*	-3%	46*	78%[activator]
COc1cc(C(=O)N2CCC(NC(=O)C(Cc3ccccc3)NC(C)=O)CC2)cc(OC)c1OC (stereo not given)
    11%	0%	0	42	?	-1	18%
CCOC(=O)c1cc2occc2n1CC(=O)NC1CCCCC1C (stereo not given)
    14%	2%	-39	12	-5%	-2	-18%
CCCCN(CCCC)C(=O)C[n+]1cccc(/C=N/O)c1
    1%	4%	-2	1	5%	-7	-16%
O=C(NCC(=O)N(Cc1ccco1)C(C(=O)NC1CCCCC1)c1ccncc1)c1cccs1 (stereo not given)
    -17%	3%	1	-2	-14%	-2	-1%
O=C(CCC(=O)c1ccc(F)cc1)NCC1(N2CCCCC2)CCCCC1
    18%	/	-15	/	5%	/	6%
CCn1c2ccccc2c2cc(CN3CCN(C(=O)c4ccco4)CC3)ccc21
    ?	?	-4	-12	-1%	5	138%[activator]
COc1ccccc1C(=O)COC(=O)c1cccc(-n2cnnn2)c1
    18%	/	3	/	-1%	/	-9%
O=C(Nc1ccccc1)c1sc(N2CCOCC2)nc1-c1ccccc1
    -12%[11.6 µM]	0%	-28	-4	4%	1	34%
OC(COC(c1ccc(F)cc1)c1ccc(F)cc1)CN1CCCC(C(F)(F)F)C1 (stereo not given)
    ?	14µM*	?	-4	-2%	0	15%
CC(c1ccc(F)cc1)n1c(-c2ccc3ccccc3n2)n[nH]c1=S (stereo not given)
    30%	/	59	-7	-7%	-4	-41%

# Retrieved by structure from above:
# Sequence of screens: AMA1-RON2 inh	FBPA Giardia inh	HCMV inh	Shiga inhibitor	AmpC detergent	Cycloheximide cs	AmpC inh no detg
COc1cc(C(=O)N2CCC(NC(=O)C(Cc3ccccc3)NC(C)=O)CC2)cc(OC)c1OC (stereo not given)
    11%	0%	0	42	?	-1	18%
CCOC(=O)N1CCN(S(=O)(=O)c2ccc(C(=O)N(CCCN(C)C)c3nc4cc(OC)ccc4s3)cc2)CC1
    -7%	/	-16	/	0%	/	212%[activator]

# Screens from PubChem.
